Screening data (PubChem BioAssay)
TNF necrop inh – inhibitors of TNF-alpha triggered necroptosis, primary screen, cell-based, Jurkat FADD-/-, single concentration | Jurkat FADD-/- TNF necroptosis rescue, ATP luminescence, 24 h; 0 = TNF only, 100 = no-TNF cells | activation (protection from cell death), % at 10 µM | 220,000 tested, 0.068% active | AID 463075, 2010;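 active = activation, meaning protection from cell death, of at least 50% relative to plate controls; inactive = activation below 50%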;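 note: necroptosis triggered by 40 ng/mL TNF-alpha added together with compound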
Rad51 HR inh – human RAD51 strand exchange inhibitors, primary screen, biochemical, fluorescence | DNA repair protein RAD51 homolog 1 (Homo sapiens), Q06609 | hRad51 DNA strand exchange, fluorescence dequenching | inhibition, % at 10 µM | 200,000 tested, 0.085% active;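 active = inhibition above 40% at the single screening dose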;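 note: 0% = DMSO control wells and 100% = blanks with heterologous ssDNA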
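Assay system: Human Rad51 nucleoprotein filaments preassembled on unlabelled ssDNA | Reagent: Donor/quencher-labelled 47-bp dsDNA substrate | Doses: One concentration, 10 µM final | Times: 37 °C 15-min filament assembly, 30-min compound preincubation, 15-min exchange | Technique: Fluorescein emission 520 nm, excitation 485 nm | Benchmarks: Plate control and blank wells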
Cl transport mod – KCC2 cotransporter modulators, thallium flux, primary screen, cell-based, HEK293 KCC2, FluoZin-2 fluorescence, MLSMR; AID 1456, 2008; KCC2 cells, thallium flux FluoZin-2 fluorescence; 190,000 tested, 2.2% active; Solute carrier family 12 member 5 (Homo sapiens), Q9H2X9; B-score of Tl+ flux slope (higher = more flux/activation; lower = inhibition) at 10 µM;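 active = thallium flux slope and its plate-corrected score both differing from the plate sample mean at a set confidence after two filtering rounds, in either direction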;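 note: slope of fluorescence scaled to starting intensity during 10 to 20 s after thallium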
hK5 inh – human KLK5 protease inhibitors, primary screen, biochemical, 1536-well. Kallikrein-5 (Homo sapiens), Q9Y337. recombinant hK5, fluorogenic AMC substrate cleavage. inhibition, % at 5 µM. 210,000 tested, 0.59% active;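 active = inhibition of 40% or more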;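 note: 0% = enzyme controls without compound and 100% = no-enzyme blanks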
Hck Nef HTS – inhibitors of Nef-activated human Hck kinase, primary screen, biochemical, Z-Lyte FRET, 384-well, Hck-YEEI. Recombinant Hck-YEEI plus Nef, Z-Lyte FRET kinase assay. Tyrosine-protein kinase HCK (Homo sapiens), P08631. 220,000 tested, 0.68% active. inhibition, % at 20 µM;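 active = Hck-Nef kinase inhibition above about 50%, limit read from the data; inactive = inhibition below that limit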;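 note: 0% = DMSO with Hck plus Nef and 100% = Hck alone without Nef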
Target sequence (P08631 whole entry, looked up): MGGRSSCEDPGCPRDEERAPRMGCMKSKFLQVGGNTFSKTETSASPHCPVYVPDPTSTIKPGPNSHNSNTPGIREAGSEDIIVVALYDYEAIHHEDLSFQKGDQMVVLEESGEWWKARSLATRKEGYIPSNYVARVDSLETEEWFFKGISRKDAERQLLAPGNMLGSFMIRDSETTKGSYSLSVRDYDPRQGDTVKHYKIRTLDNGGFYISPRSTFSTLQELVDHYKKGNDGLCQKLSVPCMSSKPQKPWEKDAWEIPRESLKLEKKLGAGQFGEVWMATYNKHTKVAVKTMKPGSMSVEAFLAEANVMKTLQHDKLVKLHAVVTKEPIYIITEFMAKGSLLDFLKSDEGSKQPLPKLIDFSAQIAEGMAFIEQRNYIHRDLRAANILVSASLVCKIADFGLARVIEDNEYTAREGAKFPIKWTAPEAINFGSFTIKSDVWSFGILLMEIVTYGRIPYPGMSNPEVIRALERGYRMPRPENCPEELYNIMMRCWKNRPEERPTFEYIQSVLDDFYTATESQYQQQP
FXIIa inh 1536 – human FXIIa protease inhibitors, primary screen, biochemical, 1536-well | Coagulation factor XII (Homo sapiens), P00748 | purified FXIIa, Boc-QGR-AMC fluorogenic substrate, 2 h | inhibition, % at 5 µM | 220,000 tested, 0.3% active; in the data active = inhibition above about 40%;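 note: 0% = enzyme with no compound and 100% = blank without enzyme; many of its hits are not listed in these tables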
Target sequence (P00748 20-372 limits assumed): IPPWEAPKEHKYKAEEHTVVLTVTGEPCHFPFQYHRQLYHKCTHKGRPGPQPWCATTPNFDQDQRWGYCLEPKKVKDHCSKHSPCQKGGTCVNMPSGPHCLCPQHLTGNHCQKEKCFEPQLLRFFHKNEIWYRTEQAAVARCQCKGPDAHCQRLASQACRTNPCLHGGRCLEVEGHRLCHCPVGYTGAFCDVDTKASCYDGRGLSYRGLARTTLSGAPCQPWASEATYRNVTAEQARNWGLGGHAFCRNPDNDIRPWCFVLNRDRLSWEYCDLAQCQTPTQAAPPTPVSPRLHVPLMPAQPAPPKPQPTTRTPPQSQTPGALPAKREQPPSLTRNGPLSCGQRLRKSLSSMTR
Target sequence (P00748 373-615 limits assumed): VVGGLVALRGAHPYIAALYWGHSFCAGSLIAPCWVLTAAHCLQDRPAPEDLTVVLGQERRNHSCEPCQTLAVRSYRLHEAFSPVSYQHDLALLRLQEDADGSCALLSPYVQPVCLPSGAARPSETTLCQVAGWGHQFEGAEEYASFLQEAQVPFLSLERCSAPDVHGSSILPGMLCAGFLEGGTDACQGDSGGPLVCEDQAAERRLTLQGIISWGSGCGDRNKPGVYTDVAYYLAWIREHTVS
Thrombin inh – human alpha-thrombin inhibitors, primary screen, counter-screen for coagulation protease inhibitor project, biochemical, 1536-well, fluorogenic AMC substrate; Boc-VPR-AMC fluorogenic substrate cleavage; inhibition, % at 5 µM; 220,000 tested, 0.26% active; AID 1046, 2008;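 active = inhibition at or above 40%; inactive = inhibition below 40%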;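 note: 0% = enzyme with no compound and 100% = wells without enzyme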
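System – human alpha-thrombin · Medium – pH 7.5 Tris (50 mM) with NaCl 150 mM, Tween 20 0.05% · Compound – single-point dosing at 5 µM, 0.2% DMSO · Incubation – enzyme reaction carried out at room temperature · Technique – fluorescence of released AMC, ex 355 nm, em 460 nm · Read-out basis – % inhibition of thrombin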
L929 necroptosis – inhibitors of zVAD-triggered necroptosis, primary screen, L929 cells; L929 zVAD necroptosis rescue, ATP luminescence, 24 h; with zVAD 60 µM; viability rescue, % at 10 µM; 220,000 tested, 0.38% active; AID 1377, 2008;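 active = activation, scaled between plate controls, above about 75%, limit read from the data; inactive = activation under that limit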;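 note: 0% = zVAD with DMSO and 100% = DMSO alone without zVAD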
FXIa inh 1536 – human FXIa protease inhibitors, primary screen, biochemical, 1536-well; Coagulation factor XI (Homo sapiens), P03951; purified FXIa, Boc-Glu-Ala-Arg-AMC fluorogenic substrate; inhibition, % at 5 µM; 220,000 tested, 0.14% active;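 active = inhibition of at least 40%; inactive = inhibition below 40%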;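 note: fluorescence of freed AMC excited at 355 nm; 0% = enzyme without compound and 100% = no enzyme blank; many of its hits are not listed in these tables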
Active calls of the source: *; i = inactive; / = no result given. Not all compounds are listed; count on the stated rates, not on these rows.

SMILES | TNF necrop inh | Rad51 HR inh | Cl transport mod | hK5 inh | Hck Nef HTS | FXIIa inh 1536 | Thrombin inh | L929 necroptosis | FXIa inh 1536
Cc1ccc(-c2nc3c(c(=O)c4ccccc4n3C)c(=O)n2Cc2ccco2)cc1 | -6.0 | -18 | -2.5 | 4 | -19 | 18 | 5 | 1.2 | 16
COc1cccc(CNC(=O)CSc2ccc(-c3ccncc3)nn2)c1 | -0.3 | 8 | 0.85 | -2 | 8 | 10 | -6 | -1.0 | 0
Cc1noc(C)c1S(=O)(=O)N(C)CC(=O)NCc1ccccc1 | -2.0 | 7 | 0.62 | -2 | 1 | 28 | 1 | 0.1 | 22
Cc1cccc(N2CCN(C(=O)CCn3c(=S)[nH]c4cc5c(cc4c3=O)OCO5)CC2C)c1 (stereo not drawn) | -9.6 | -5 | 1.5 | -14 | 1 | 3 | 1 | 0.8 | 0
Cc1cc(NC(=O)/C=C/c2ccccc2Cl)n(-c2nc3ccccc3[nH]2)n1 | 2.4 | / | 1.5 | -33 | 7 | 21 | 17 | 0.2 | 19
Clc1cccc(NCc2nnc(SCc3ccc(Cl)cc3Cl)o2)c1 | 1.3 | 3 | 0.072 | -5 | 7 | 4 | -1 | -0.7 | -5
O=C(CCc1ccccc1)N1CCN(c2ccc(F)cc2)CC1 | 2.9 | 3 | -0.74 | -5 | -18 | -1 | -11 | 2.1 | -4
Cc1ccccc1-n1c(C)nnc1SCC(=O)NC1CCCc2ccccc21 (stereo not drawn) | -1.3 | 5 | -0.42 | 20 | -1 | 5 | -9 | -0.9 | -8
COc1ccccc1NC(=O)CN(Cc1ccco1)C(=O)c1ccc(=O)[nH]c1 | 0.9 | 12 | 0.97 | 2 | 2 | 0 | -2 | 1.4 | 2
CCOC(=O)N1CCN(C(=O)Cn2ncn3nc(-c4cccs4)cc3c2=O)CC1 | 0.2 | -4 | -0.21 | -7 | 1 | 2 | -3 | -0.1 | -4
Cc1cc(C(=O)CSc2nc(N)cc(=O)[nH]2)c(C)n1CCc1ccc(F)cc1 | -1.2 | 9 | -4.2* | 2 | 0 | 11 | -3 | 0.1 | 1
Fc1ccc(-c2nn3c(C4COc5ccccc5O4)nnc3s2)cc1 (stereo not drawn) | -3.2 | / | -4.5* | -13 | 2 | 15 | 2 | -0.2 | 2
O=C(NC1CCCC1)C1C2C=CC3(CN(Cc4cccs4)C(=O)C13)O2 (stereo not drawn) | -0.3 | / | 0.086 | -14 | -4 | 12 | -1 | / | 3
C=CCNC(=O)c1onc(CSc2ccc(F)cc2)c1C(=O)O | -0.4 | -8 | 0.29 | -32 | 1 | 2 | -11 | 0.1 | -7
Cc1ccc(-c2nnc(Nc3ccccc3)o2)cc1 | -2.7 | 2 | / | -5 | 0 | 11 | 0 | 0.9 | -1
C=CCN=C1CC(C)(C)CC(=O)/C1=C(\O)CCCN1C(=O)c2ccccc2C1=O | -0.6 | / | 1.1 | / | -10 | 16 | 1 | -0.6 | 2
CSc1nnc(-c2ccccc2Cl)o1 | -0.6 | 1 | -1.6 | 1 | -2 | 10 | 1 | 0.2 | 2
CCCS(=O)(=O)c1nc(S(=O)(=O)c2ccc(C)cc2)c(NCCCN2CCOCC2)s1 | -2.0 | -1 | -0.49 | -20 | 2 | 18 | 1 | -0.3 | 2
CC(C)C(=O)Nc1cccc(NC(=S)NC(=O)c2ccccc2Cl)c1 | -7.3 | -1 | 0.73 | -7 | 0 | 13 | 1 | -0.1 | 2
CCOC(=O)NC(=O)/C(C#N)=N/Nc1c(F)cccc1F | 1.0 | 6 | -1.1 | -6 | 1 | 8 | -3 | 0.9 | -3
COC(=O)c1ccc(CN2C(=O)NC3(CCCCC3)C2=O)cc1 | 1.0 | 5 | 0.7 | 2 | 26 | 8 | -6 | 1.7 | -4
CCCC(=O)c1c[nH]c(C(=O)NCCc2ccccn2)c1 | -2.6 | -9 | 0.017 | -28 | 0 | 16 | -2 | -0.2 | 2
CCOc1ccc(NC(=NCc2ccc3c(c2)OCO3)SC2CC(=O)N(c3ccc(OCC)cc3)C2=O)cc1 (stereo not drawn) | -0.3 | 2 | 0.2 | -6 | 20 | 9 | 2 | / | 2
COCCNC(=O)CCCCCN1C(=O)CCC1=O | -1.1 | 9 | 0.58 | -10 | 1 | 5 | 1 | -0.1 | 7
O=C(O)c1cc(-c2ccc(/C=C3/SC(=S)N(Cc4ccccc4)C3=O)o2)ccc1Cl | -3.0 | i | -3 | 6 | 141* | / | 4 | 0.3 | 6
COc1ccc(-c2nsc3c(N4CCCCC4)ncnc23)cc1 | 0.6 | -2 | 0.1 | -1 | 0 | 10 | 1 | 0.1 | 0
Cn1nccc1C(=O)N1CCCC(C(=O)c2cccc3ccccc23)C1 (stereo not drawn) | -0.9 | 6 | -0.8 | 4 | 22 | 12 | -8 | 0.2 | 2
CCOc1cc(-c2nn3cnnc3s2)cc(OCC)c1OCC | -0.4 | 1 | -0.48 | -7 | 1 | 17 | 1 | -0.5 | 1
COc1ccc(/C=C2/SC(=O)NC2=O)cc1 | 1.6 | 0 | -0.65 | -1 | 22 | 4 | -4 | 15 | -4
CC(=O)Nc1cc(C(=O)N2CCN(C)CC2)ccc1Sc1ccc(C)cc1 | -0.9 | -4 | 0.37 | 0 | 2 | 3 | -9 | -0.7 | -2

Pulled one by one from the entries so far:
SMILES | TNF necrop inh | Rad51 HR inh | Cl transport mod | hK5 inh | Hck Nef HTS | FXIIa inh 1536 | Thrombin inh | L929 necroptosis | FXIa inh 1536
CCOC(=O)NC(=O)/C(C#N)=N/Nc1c(F)cccc1F | 1.0 | 6 | -1.1 | -6 | 1 | 8 | -3 | 0.9 | -3
CSc1nnc(-c2ccccc2Cl)o1 | -0.6 | 1 | -1.6 | 1 | -2 | 10 | 1 | 0.2 | 2
COc1ccc(-c2nsc3c(N4CCCCC4)ncnc23)cc1 | 0.6 | -2 | 0.1 | -1 | 0 | 10 | 1 | 0.1 | 0
Cn1nccc1C(=O)N1CCCC(C(=O)c2cccc3ccccc23)C1 (stereo not drawn) | -0.9 | 6 | -0.8 | 4 | 22 | 12 | -8 | 0.2 | 2
CC(C)C(=O)Nc1cccc(NC(=S)NC(=O)c2ccccc2Cl)c1 | -7.3 | -1 | 0.73 | -7 | 0 | 13 | 1 | -0.1 | 2
O=C(O)c1cc(-c2ccc(/C=C3/SC(=S)N(Cc4ccccc4)C3=O)o2)ccc1Cl | -3.0 | i | -3 | 6 | 141* | / | 4 | 0.3 | 6

Later entries
SMILES | TNF necrop inh | Rad51 HR inh | Cl transport mod | hK5 inh | Hck Nef HTS | FXIIa inh 1536 | Thrombin inh | L929 necroptosis | FXIa inh 1536
CNC(=S)N1N=C(c2ccc(Br)cc2)CC1c1ccc(Br)cc1 (stereo not drawn) | 2.4 | 1 | -0.18 | -12 | 11 | 1 | 5 | -0.8 | -6
CC(NCc1ccccc1OC1CCCC1)c1ccccc1 (stereo not drawn) | -0.5 | 16 | -0.37 | 3 | 8 | 9 | 0 | -0.9 | 2
Cc1c(Cl)cccc1-c1ccc(C(=O)N2CCN(c3ccc([N+](=O)[O-])cc3)CC2)o1 | -1.4 | -4 | / | -21 | -1 | 4 | -3 | 0.1 | 8
O=C(O)CCn1nnc(-c2cccs2)n1 | -0.5 | -2 | 0.19 | -11 | 0 | 22 | 2 | -0.2 | 2
CCOC(=O)/C=C1\Nc2ccccc2OC1=O | 9.5 | -9 | -1.6 | -8 | 3 | 5 | -4 | 94* | 2
Nc1nnnn1/N=C/c1cccc(OCc2ccccc2Cl)c1 | -2.6 | 3 | -0.64 | -10 | 3 | 3 | -7 | -0.2 | -2
C#CCOC(=O)C(NC(=O)c1ccccc1)=C1CCCCC1 | 0.4 | -3 | -0.67 | -27 | -2 | 8 | -3 | -0.1 | -16
CCC(C)NC(=O)COC(=O)c1ccccc1OCC(=O)Nc1ccc(Br)cc1 (stereo not drawn) | 3.5 | 1 | 0.013 | -8 | 1 | 4 | -3 | 0.5 | 7
CCOC(=O)CSc1nnc(CNc2ccccc2Cl)n1-c1ccccc1 | -2.3 | -9 | -0.1 | -23 | 2 | 4 | 1 | 0.0 | -8
C=CCn1c(C)cc(C(=O)COC(=O)c2ccc(N)c([N+](=O)[O-])c2)c1C | 0.7 | 4 | -0.036 | -6 | 0 | 5 | -2 | 0.0 | -22
O=[N+]([O-])c1cc(Cl)cc(/C=N/NC(=S)Nc2cc(S(=O)(=O)N3CCOCC3)ccc2Cl)c1O | -4.7 | 17 | -3.2 | -14 | 69* | 6 | -1 | 1.4 | 4
CC1=CC(C)(C)[N+](C)=CN1c1ccccc1 | 0.3 | -7 | / | -10 | 3 | 17 | -1 | 0.6 | 4
COc1ccc(Br)cc1C(=O)N/N=C/c1ccc([N+](=O)[O-])cc1 | 0.4 | -16 | -0.49 | -2 | 26 | 12 | 11 | 7.9 | -4
CCOc1cc(/C=N/Nc2nc3ccccc3[nH]2)cc(Br)c1OCC(=O)N(C)C | 43 | 1 | -1.3 | 0 | 25 | 5 | -13 | 78* | -2
CN(C)CCNc1nc(-c2ccccc2)nnc1C(F)(F)F | -2.2 | 8 | 1.6 | -10 | 0 | 4 | 1 | 0.4 | 0

Of the compounds above, 3 have a COOH group:
SMILES | TNF necrop inh | Rad51 HR inh | Cl transport mod | hK5 inh | Hck Nef HTS | FXIIa inh 1536 | Thrombin inh | L929 necroptosis | FXIa inh 1536
C=CCNC(=O)c1onc(CSc2ccc(F)cc2)c1C(=O)O | -0.4 | -8 | 0.29 | -32 | 1 | 2 | -11 | 0.1 | -7
O=C(O)c1cc(-c2ccc(/C=C3/SC(=S)N(Cc4ccccc4)C3=O)o2)ccc1Cl | -3.0 | i | -3 | 6 | 141* | / | 4 | 0.3 | 6
O=C(O)CCn1nnc(-c2cccs2)n1 | -0.5 | -2 | 0.19 | -11 | 0 | 22 | 2 | -0.2 | 2

(continued)
SMILES | TNF necrop inh | Rad51 HR inh | Cl transport mod | hK5 inh | Hck Nef HTS | FXIIa inh 1536 | Thrombin inh | L929 necroptosis | FXIa inh 1536
CC(C)C(C(=O)NC1=NCCS1)c1ccc(Cl)cc1 (stereo not drawn) | 4.4 | -58 | -0.71 | -7 | 17 | 5 | -4 | 3.2 | -4
O=C(NNC(=O)c1csc(-c2cccnc2)n1)c1ccccc1 | 0.2 | -19 | 1.1 | -2 | 15 | 5 | -2 | 0.5 | -1
O=C1C2C(c3cccc(/C=C/c4ccccc4)c3)CC=CC2C(c2ccc(C(F)(F)F)cc2)N1Cc1ccccc1 (stereo not drawn) | -4.1 | 4 | 0.046 | 5 | 21 | 9 | 4 | 4.4 | 3
CCCCN1C(=O)/C(=C(/C#N)C(=O)N2CCCC2)c2ccccc21 | -2.6 | 27 | -0.15 | 2 | 15 | 9 | 2 | 0.6 | 2
